C diff HTS: blocks growth of Clostridium difficile; 0.25% of 86,000 active; Clostridium difficile clinical isolate growth, OD600, 24 h; stronger effect = lower value; AID 1259249; growth activity, negative = inhibition, % at 16 µg/mL (by protocol);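 active = mean growth activity at or below -80% and every replicate also at or below -80%; inconclusive = mean at or below -80% but some replicate above -80%; inactive = mean growth activity above -80%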;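 also: 0% = DMSO wells and -100% = levofloxacin 16 µg/mL wells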
Pf Dd2 growth: blocks growth of Plasmodium falciparum Dd2 parasites | P. falciparum Dd2 growth, SYBR Green, 72 h; stronger effect = lower value | activity change, % at 10 µM | 2.3% of 94,000 active | AID 1159554; in the data active = activity change below about -80%; inconclusive = no clear call, values can overlap the other calls
GASC1 inh: blocks human GASC-1 (KDM4C) demethylase activity. GST-KDM4C 2-372, H3K9me3 peptide, LANCE TR-FRET. AID 720574. Q9H3R0. inhibition, % at 12.5 µM. 0.15% of 96,000 active;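 active = mean replicate inhibition above about 25%, with at least 55% of replicates also reaching it, limit read from the data, passing the limit was not always enough; inconclusive = only one of those two conditions met; inactive = neither condition met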
Target sequence (Q9H3R0 2-372 limits assumed): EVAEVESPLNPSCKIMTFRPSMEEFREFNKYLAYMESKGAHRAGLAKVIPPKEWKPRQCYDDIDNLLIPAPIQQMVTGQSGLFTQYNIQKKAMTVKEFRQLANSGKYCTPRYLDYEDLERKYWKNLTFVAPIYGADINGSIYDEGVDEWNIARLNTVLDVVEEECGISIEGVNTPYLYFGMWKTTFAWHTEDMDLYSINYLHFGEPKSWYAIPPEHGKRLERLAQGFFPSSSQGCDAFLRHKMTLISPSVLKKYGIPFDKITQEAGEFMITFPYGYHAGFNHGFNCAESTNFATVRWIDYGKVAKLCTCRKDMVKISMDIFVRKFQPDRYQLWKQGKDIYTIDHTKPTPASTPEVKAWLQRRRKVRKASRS
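Test system – GST-tagged GASC-1 (JMJD2C) catalytic fragment, aa 2-372 · Medium – HEPES buffer, pH 7.5, plus ascorbate · Reagent – H3K9me3 peptide with Fe(II)/2OG · Compound – one test concentration per compound · Timing – 30 min reaction, 60 min detection, RT · Technique – TR-FRET with Eu antibody and ULight streptavidin, EDTA stop · Read-out basis – inhibition from TR-FRET ratio decrease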
T cruzi growth: inhibitors of T. cruzi proliferation. inhibition, % at 8.34 µM. T. cruzi beta-gal in NIH3T3, GalScreen luminescence, 90 h. 5.9% of 77,000 active;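 active = mean inhibition above about 93%, with at least 55% of replicates each passing it, limit read from the data, passing the limit was not always enough; inconclusive = only one of those two conditions holds; inactive = neither condition holds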
* hit, by the source's call; ? = inconclusive; · = not tested or not shown; & = joins results of further samples.

no. | Compound | C diff HTS | Pf Dd2 growth | GASC1 inh | T cruzi growth
1 | Cc1ccc(S(=O)(=O)NCC[C@H]2CC[C@H](NC(=O)c3cccc(F)c3)[C@@H](CO)O2)cc1 | · | 5.1 | -0.3 | -19.3
2 | C[C@H]1CN([C@@H](C)CO)C(=O)c2cc(-c3cncnc3)cnc2O[C@@H]1CN(C)CC1CCCC1 | 2.3 | 5.6 | -3.1 | ·
3 | O=C(C[C@@H]1C[C@H]2c3cc(NC(=O)CC4CC4)ccc3O[C@H]2[C@H](CO)O1)NCC1CC1 | -7.6 | 29.9 | 0.4 | -3.5
4 | COc1ccc(S(=O)(=O)N(C)C[C@H]2Oc3ccc(NC(=O)CCN4CCOCC4)cc3CC(=O)N([C@H](C)CO)C[C@@H]2C)cc1 | 5.1 | 1.7 | -2.3 | 19.6
5 | Cc1ccc(S(=O)(=O)Nc2ccc3c(c2)C(=O)N([C@H](C)CO)C[C@H](C)[C@H](CN(C)CC2CC2)OCCCC[C@H](C)O3)cc1 | 1.4 | -27.6 | -1.0 | ?
6 | C[C@@H]1CN([C@H](C)CO)C(=O)Cc2cc(NC(=O)C3CC3)ccc2O[C@@H]1CN(C)C(=O)NC1CCCCC1 | 2.0 | 27.6 | -2.6 | 16.6
7 | COc1ccc(C(=O)Nc2ccc3c(c2)OC[C@@H](C)N(Cc2cocn2)C[C@@H](C)[C@@H](OC)CN(C)C3=O)cc1 | 1.6 | -9.1 | 0.2 | 30.8
8 | COc1ccc(NC(=O)Nc2ccc3c(c2)CC(=O)N([C@@H](C)CO)C[C@@H](C)[C@@H](CN(C)Cc2ccc(Oc4ccccc4)cc2)O3)cc1 | · | 27.1 | 8.3 | 0.6
9 | COc1cccc(CNC(=O)[C@H]2[C@H](CO)[C@H]3Cn4c(ccc(-c5cccc(OC)c5)c4=O)[C@H]3N2C)c1 | 2.0 | -4.8 | 5.9 | 36.4
10 | C[C@@H]1CN([C@@H](C)CO)C(=O)c2cc(NC(=O)Nc3ccc(C(F)(F)F)cc3)ccc2O[C@H]1CN(C)CC1CCCCC1 | -2.2 | -86.2* | 16.4 | 56.7
11 | C[C@@H]1CN([C@H](C)CO)C(=O)c2cc(NC(=O)CCN3CCOCC3)ccc2O[C@H]1CN(C)C(=O)NC1CCCCC1 | -3.7&-4.8 | 1.6 | -0.1 | ·
12 | C[C@@H]1CN([C@@H](C)CO)C(=O)Cc2cc(NC(=O)Nc3cccc4ccccc34)ccc2O[C@H]1CN(C)Cc1ccncc1 | -6.3 | -5.4 | 0.7 | 84.3
13 | O=C(NCC[C@H]1CC[C@@H](NC(=O)C2CCC2)[C@@H](CO)O1)c1cnccn1 | · | -4.6 | 10.3 | 52.7
14 | COc1ccccc1-c1ccc([C@H]2[C@@H](CO)N(CC3CC3)C23CN(S(C)(=O)=O)C3)cc1 | -5.9 | -37.7 | 0.8 | ·
15 | COc1ccc(NC(=O)N(C)C[C@@H]2OCc3cnnn3CCCC(=O)N([C@@H](C)CO)C[C@H]2C)c(OC)c1 | -0.7 | 7.9 | 3.0 | -13.9
16 | C[C@H](CO)N1C[C@H](C)[C@H](CN(C)Cc2ccc(C(=O)Nc3ccccc3N)cc2)Oc2ccc(NS(=O)(=O)c3ccccc3)cc2C1=O | 12.5 | -74.0 | -0.8 | 77.0
17 | C[C@H]1CCCCO[C@H](CN(C)Cc2ccncc2)[C@@H](C)CN([C@@H](C)CO)C(=O)c2cc(NC(=O)c3ccccc3)ccc2O1 | -6.5 | 1.7 | 5.3 | 59.5
18 | CC(C)NC(=O)N[C@@H]1C=C[C@@H](CC(=O)NCCN2CCCC2)O[C@@H]1CO | 5.5 | 11.0 | 1.5 | ·
19 | CC(C)NC(=O)N(C)C[C@H]1Oc2ccc(NS(C)(=O)=O)cc2C(=O)N([C@H](C)CO)C[C@@H]1C | 0.2 | 13.3 | · | 57.0
20 | COc1cccc(-c2cnc3c(c2)C(=O)N([C@H](C)CO)C[C@H](C)[C@H](CN(C)C(=O)NC2CCCC2)O3)c1 | -3.8 | 7.5 | -1.5 | 93.4

(next part)
no. | Compound | C diff HTS | Pf Dd2 growth | GASC1 inh | T cruzi growth
21 | C[C@@H]1CN([C@@H](C)CO)C(=O)c2cc(NS(=O)(=O)c3ccc(Cl)cc3)ccc2O[C@@H](C)CCCCO[C@H]1CN(C)C(=O)Nc1cccc2ccccc12 | -9.0 | -76.7 | 15.4 | 96.4*
22 | C[C@@H]1CN([C@@H](C)CO)C(=O)c2cc(NC(=O)NC3CCCCC3)ccc2O[C@@H]1CN(C)Cc1ccccc1 | -4.8 | -12.7 | 0.5 | -28.7
23 | C[C@H](CO)N1C[C@H](C)[C@H](CN(C)C(=O)Nc2ccc(F)cc2)Oc2ccc(NS(=O)(=O)c3cccs3)cc2CC1=O | -1.7 | 19.2 | -0.2 | 13.4
24 | CC(C)CC#Cc1ccc([C@H]2[C@H](CO)N3C(=O)CN(S(=O)(=O)c4cccc(F)c4)C[C@@H]23)cc1 | 16.0 | -31.9 | -1.0 | ·
25 | CC(C)C#Cc1ccc([C@H]2[C@@H](CO)N(C(=O)c3ccccn3)[C@H]2C#N)cc1 | 2.4 | -45.4 | 1.1 | 97.3*
26 | C[C@H](O)C#Cc1ccc2c(c1)O[C@H](CN(C)C(=O)C1CCCCC1)[C@@H](C)CN([C@H](C)CO)S2(=O)=O | 1.1 | -12.8 | -1.2 | 60.6
27 | COc1ccc2c3c(n(C)c2c1)[C@H](CO)N(CC1CCCCC1)CC31CCN(Cc2nccs2)CC1 | 4.6 | -91.0* | -1.6 | ·
28 | C[C@@H]1CN([C@@H](C)CO)C(=O)c2cccc(NC(=O)c3ccc(-c4nccs4)cc3)c2O[C@@H]1CN(C)CC1CCCCC1 | 0.0 | -18.8 | -1.6 | -1.2
29 | OC[C@H]1[C@@H](c2ccc(C#Cc3ccccc3)cc2)[C@H]2CN(Cc3cncnc3)CCCCN21 | -5.5 | 2.5 | 0.3 | 45.5
30 | C[C@@H]1CN([C@@H](C)CO)C(=O)c2cccc(NS(=O)(=O)c3ccc(F)cc3)c2O[C@@H]1CN(C)C | -1.1 | -16.1 | -0.4 | ·
31 | CN1C(=O)c2cc(NS(=O)(=O)c3ccccc3Cl)ccc2OC[C@@H]2O[C@@H](CC(=O)O)CC[C@H]21 | -5.5 | -3.0 | 0.9 | -16.8
32 | CNC[C@@H]1Oc2cc(-c3ccc(OC)cc3)ccc2S(=O)(=O)N([C@H](C)CO)C[C@H]1C | 0.5 | -39.8 | -1.9 | 5.9
33 | C/C=C/c1ccc([C@@H]2[C@@H](CNC(=O)CC3CC3)N(C(=O)CC)[C@H]2CO)cc1 | -7.4 | 8.4 | 1.5 | 112.7*
34 | C[C@@H]1CN([C@@H](C)CO)C(=O)c2cc(C3=CCCCC3)cnc2O[C@H]1CN(C)Cc1ccccn1 | -1.3 | 5.2 | 3.1 | ·
35 | C[C@@H]1CN([C@@H](C)CO)C(=O)c2cccc(NC(=O)Nc3ccc(C(F)(F)F)cc3)c2O[C@H]1CN(C)Cc1ccc(C(=O)Nc2ccccc2N)cc1 | 18.2 | -85.2* | 0.8 | ·
36 | CCC(=O)N(C)C[C@H]1Oc2cc(/C=C/c3ccccc3)ccc2S(=O)(=O)N([C@@H](C)CO)C[C@H]1C | -6.6 | -33.7 | -2.2 | 86.6
37 | CCCNC(=O)C[C@@H]1C[C@H]2c3cc(NC(=O)NC4CCCCC4)ccc3O[C@H]2[C@@H](CO)O1 | 0.6 | 20.6 | -0.2 | -41.2
38 | C[C@@H]1CCCCO[C@@H](CN(C)C(=O)Nc2ccccc2)[C@@H](C)CN([C@@H](C)CO)C(=O)c2cc(NS(=O)(=O)c3ccccc3)ccc2O1 | 7.2 | -21.3 | 0.3 | ·
39 | Cc1noc(C)c1S(=O)(=O)N(C)C[C@H]1Oc2ccc(NS(C)(=O)=O)cc2C(=O)N([C@@H](C)CO)C[C@H]1C | · | 33.7 | 0.1 | 77.2
40 | C[C@@H]1CN([C@@H](C)CO)C(=O)c2cc(NS(C)(=O)=O)ccc2O[C@@H](C)CCCCO[C@@H]1CN(C)S(=O)(=O)c1ccc(F)cc1 | -3.2 | 10.3 | -0.1 | 40.2

(cont.)
no. | Compound | C diff HTS | Pf Dd2 growth | GASC1 inh | T cruzi growth
41 | O=C(NC1CCCC1)[C@H]1[C@H](CO)[C@H]2Cn3c(ccc(-c4ccccc4)c3=O)[C@@H]1N2 | -1.3 | 12.8 | -0.7 | ·
42 | CCCNC(=O)N1[C@H](CO)[C@@H]2c3ccccc3N(C(=O)CC)C[C@@H]21 | -3.1 | 20.8 | -0.4 | 25.0
43 | COc1ccc(S(=O)(=O)Nc2cccc3c2O[C@@H](CN(C)C(=O)Nc2ccccc2)[C@H](C)CN([C@@H](C)CO)C3=O)cc1 | -8.8 | 6.4 | 1.0 | 12.7
44 | C[C@H]1CN([C@@H](C)CO)C(=O)c2cc(NC(=O)Nc3ccc(F)cc3)ccc2O[C@@H]1CN(C)Cc1ccccc1 | 6.5 | 38.6 | -1.2 | 32.3
45 | C[C@@H]1CN([C@@H](C)CO)C(=O)c2cc(NS(=O)(=O)c3cn(C)cn3)ccc2O[C@H]1CN(C)C(=O)Nc1ccc(C(F)(F)F)cc1 | 2.1 | 4.3 | -1.2 | -24.9
46 | C[C@@H]1CCCCO[C@H](CN(C)Cc2ccc(C(F)(F)F)cc2)[C@H](C)CN([C@@H](C)CO)C(=O)c2cc(NS(C)(=O)=O)ccc2O1 | -7.8 | -33.2 | -1.4 | 94.9
47 | COc1cccc(NC(=O)N2CC(=O)N3[C@@H](CO)[C@@H](c4ccc(C#CC5CCCCC5)cc4)[C@@H]3C2)c1 | -11.8 | -16.5 | 0.2 | ·
48 | CCC(=O)N[C@H]1C=C[C@H](CC(=O)OC)O[C@H]1CO | · | 20.6 | -2.7 | -0.3
49 | O=C(C[C@H]1C=C[C@H](NC(=O)Nc2cc(F)ccc2F)[C@@H](CO)O1)Nc1ccccc1 | · | -0.4 | -2.2 | 5.9
50 | CN(C)C(=O)c1cccc(-c2ccccc2[C@H]2[C@@H](CO)N(C(=O)C3CCCCC3)[C@H]2C#N)c1 | -17.7 | -29.2 | 1.1 | ·
51 | CC=Cc1ccc2n(c1=O)C[C@@H]1[C@@H](CO)[C@H](C(=O)Nc3ccc(-c4ccccc4)cc3)N(C(=O)CC)[C@H]21 (mixture of isomers) | 2.5 | -20.8 | -3.6 | 47.2
52 | N#C[C@@H]1[C@H](c2ccccc2-c2cccc(F)c2)[C@H](CO)N1C(=O)C1CCOCC1 | -5.6 | 23.4 | 0.9 | ·

From no. 43 as far as 52, as listed above:
no. | Compound | C diff HTS | Pf Dd2 growth | GASC1 inh | T cruzi growth
43 | COc1ccc(S(=O)(=O)Nc2cccc3c2O[C@@H](CN(C)C(=O)Nc2ccccc2)[C@H](C)CN([C@@H](C)CO)C3=O)cc1 | -8.8 | 6.4 | 1.0 | 12.7
44 | C[C@H]1CN([C@@H](C)CO)C(=O)c2cc(NC(=O)Nc3ccc(F)cc3)ccc2O[C@@H]1CN(C)Cc1ccccc1 | 6.5 | 38.6 | -1.2 | 32.3
45 | C[C@@H]1CN([C@@H](C)CO)C(=O)c2cc(NS(=O)(=O)c3cn(C)cn3)ccc2O[C@H]1CN(C)C(=O)Nc1ccc(C(F)(F)F)cc1 | 2.1 | 4.3 | -1.2 | -24.9
46 | C[C@@H]1CCCCO[C@H](CN(C)Cc2ccc(C(F)(F)F)cc2)[C@H](C)CN([C@@H](C)CO)C(=O)c2cc(NS(C)(=O)=O)ccc2O1 | -7.8 | -33.2 | -1.4 | 94.9
47 | COc1cccc(NC(=O)N2CC(=O)N3[C@@H](CO)[C@@H](c4ccc(C#CC5CCCCC5)cc4)[C@@H]3C2)c1 | -11.8 | -16.5 | 0.2 | ·
48 | CCC(=O)N[C@H]1C=C[C@H](CC(=O)OC)O[C@H]1CO | · | 20.6 | -2.7 | -0.3
49 | O=C(C[C@H]1C=C[C@H](NC(=O)Nc2cc(F)ccc2F)[C@@H](CO)O1)Nc1ccccc1 | · | -0.4 | -2.2 | 5.9
50 | CN(C)C(=O)c1cccc(-c2ccccc2[C@H]2[C@@H](CO)N(C(=O)C3CCCCC3)[C@H]2C#N)c1 | -17.7 | -29.2 | 1.1 | ·
51 | CC=Cc1ccc2n(c1=O)C[C@@H]1[C@@H](CO)[C@H](C(=O)Nc3ccc(-c4ccccc4)cc3)N(C(=O)CC)[C@H]21 (mixture of isomers) | 2.5 | -20.8 | -3.6 | 47.2
52 | N#C[C@@H]1[C@H](c2ccccc2-c2cccc(F)c2)[C@H](CO)N1C(=O)C1CCOCC1 | -5.6 | 23.4 | 0.9 | ·

Screening data: PubChem BioAssay, Broad Institute
